Screening results from PubChem BioAssay.
IL1B secr inh = blocks inflammasome-driven IL-1 beta release. 4.7% of 360,000 active. AID 743279. activity change, % at 57.5 µM. THP-1 LPS/ATP IL-1B secretion, AlphaLISA, 16 h; hits give low values; in the data active = activity change below about -50%; inconclusive = mostly about -30% to -49%; also: % is scaled to controls: 0 for no effect and ±100 for the full control effect
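Secreted IL-1B measured by AlphaLISA bead assay after 16 h compound exposure of THP-1 cells; compounds (final up to 57.5 uM) added 1 h before LPS (250 ng/mL) and ATP (1.25 mM) stimulation; lower signal means less secretion.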
HT1080-NT tox = kills 2HG-producing HT-1080-NT fibrosarcoma cells; HT-1080-NT fibrosarcoma viability, CellTiter-Glo ATP luminescence, 48 h; Potency, µM (series often up to 46.1 µM), inactives show at the top dose activity, negative = less viability, most hits filed as cytotoxic; 1.6% of 360,000 active;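 also: NT is the 2HG producing partner of a matched IDH1 knockdown line; potency is read from the fitted curve at half-maximal effect; 0% = DMSO-treated cells and -100% = media-only wells without cells; nearly all actives have a fitted effect of over 55% in size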
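Viability by CellTiter-Glo luminescence after 48 h compound exposure at 37C of HT-1080-NT cells (750/well, RPMI, 5% FBS). % activity scaled between DMSO wells and medium-only wells, then curve-fitted and categorized by curve class.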
HT1080 IDH1KD tx = kills HT-1080 cells with IDH1 knockdown; HT-1080 IDH1 knockdown viability, ATP luminescence, 48 h; Potency, µM (top dose mostly 46.1 µM), without a hit: at the highest dose activity, negative = toxicity, actives largely listed as cytotoxic; 2% of 360,000 active;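 also: potency is read from the fitted curve at half-maximal effect; 0% = DMSO wells and -100% = cell-free medium wells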
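CellTiter-Glo luminescence after 48 h compound exposure at 37 degrees C of IDH1-knockdown HT-1080 cells in 5% FBS RPMI. %Activity scaled between DMSO wells and cell-free media wells, with curves fitted and assigned curve classes.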
KB-3-1 tox = kills parental KB-3-1 adenocarcinoma cells; Potency, µM (series often up to 46.1 µM), for the others: at the top dose activity change, negative = cytotoxic, usual class: cytotoxic; 1.4% of 400,000 active; AID 1347075; KB-3-1 viability, CellTiter-Glo ATP luminescence, 72 h; also: potency is read from the fitted curve at half-maximal effect; % is scaled to controls: 0 for no effect and ±100 for the full control effect; nearly all actives have a fitted effect of over 60% in size
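Multi-concentration cytotoxicity screen in KB-3-1 cells grown in DMEM lacking phenol red with 10% FBS. After 72 h at 37 °C with compound, ATP-dependent luminescence was recorded.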
MCF10A rerep = induces DNA re-replication in MCF 10a normal breast cells. MCF 10A DNA re-replication, Hoechst nuclear intensity, 48 h. 2.9% of 350,000 active. Potency, µM (series often up to 46.1 µM), for the others: top-dose activity, positive = re-replication, most hits filed as activators; also: potency is read from the fitted curve at half-maximal effect; % of control where 0% means no effect; nearly all actives have a fitted effect of over 50% in size
S2 tox = cell viability loss in ATXN counter-screen | Potency, µM (doses to about 56.7 µM), most hits filed as cytotoxic | AID 651635 | S2 cells (HEK-293 line with an ATXN2-luciferase reporter) viability, CellTiter-Fluor protease fluorescence, 24 h | 0.49% of 400,000 active; also: potency is read from the fitted curve at half-maximal effect; nearly all actives have a fitted effect of over 40% in size
SW480 rereplic = induces DNA re-replication in SW480 colon adenocarcinoma cells | AID 624297 | Potency, µM (top dose mostly 46.1 µM), for inactives: top-dose re-replication activation, actives largely listed as activators | 1.8% of 340,000 active | SW480 DNA re-replication, Hoechst DNA content imaging, 48 h; also: potency is read from the fitted curve at half-maximal effect; % of control where 0% means no effect; nearly all actives have a fitted effect of over 55% in size
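Compounds, transferred as 23 nL by pin tool, were incubated with cells for 48 hr; DNA content per nucleus was then quantified by Hoechst staining and fluorescence plate imaging.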
ATXN2 expr inh = reduces ATXN2 reporter expression in HEK-293 cells. 0.72% of 360,000 active. AID 1745845. HEK-293 ATXN2-luciferase reporter, luminescence, 24 h. Potency, µM (doses to about 57 µM), without a hit: at the highest dose activity change, negative = inhibition, hits mostly inhibitors; also: potency is read from the fitted curve at half-maximal effect; % is scaled to controls: 0 for no effect and ±100 for the full control effect; nearly all actives have a fitted effect of over 55% in size
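qHTS (up to 57 uM final) was run with 24 h compound exposure of reporter cells at 37 °C. Each well was multiplexed: SteadyGlo luminescence measured ATXN2-luciferase expression after a fluorogenic Gly-Phe-AFC viability readout (25 uM final).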
KB-V1 cytotox = KB-V1 MDR subline cytotoxicity; KB-V1 MDR cells viability, CellTiter-Glo, 72 h; Potency, µM (series often up to 46.1 µM), for inactives: at the top dose activity change, negative = cytotoxicity, hits mostly cytotoxic; 3.4% of 400,000 active; AID 1347076; also: potency is read from the fitted curve at half-maximal effect; % is scaled to controls: 0 for no effect and ±100 for the full control effect; nearly all actives have a fitted effect of over 60% in size
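Drug-selected KB-V1 cells, grown in DMEM lacking phenol red with 10% FBS, receive compound titrations; after three days at 37 degrees C, surviving cell ATP is quantified by CellTiter-Glo luminescence and responses normalized and curve-fitted.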
An asterisk follows results filed as active; i = inactive; ? = inconclusive; · = no result given; [ ] = another dose, or the depositor's remark. Unless noted, calls follow the shape of the dose curve; as a rule, active = well fitted curve in the direction sought with a large enough effect; inconclusive = small, poorly fitted or top-dose-only effect, or another doubt; inactive = no such curve, though single readings can be large; an effect the other way counts as inactive or inconclusive.

no. | Compound | SW480 rereplic | MCF10A rerep | ATXN2 expr inh | KB-V1 cytotox | HT1080-NT tox | HT1080 IDH1KD tx | IL1B secr inh | KB-3-1 tox | S2 tox
1 | CCn1c(C)c(Br)c(=O)c(C(=O)OC)c1-c1ccc(Cl)cc1 | ? | -1% | · | -5% | 12% | 6% | 3 | 8% | i
2 | CN1CCN(C(=O)C[C@H]2CC[C@H]3[C@@H](COC[C@@H](O)CN3C(=O)C3CCCC3)O2)CC1 | · | · | · | -7% | 23% | 14% | -2 | 3% | ·
3 | Cc1cc(C(=O)NCc2cccnc2)no1 | -7% | 2% | -8% | -17% | 8% | 0% | 26 | 1% | i
4 | O=C1CC(N2CCN(S(=O)(=O)c3ccccc3F)CC2)C(=O)N1c1ccccc1F (stereo not drawn) | -9% | -1% | -2% | ? | 11% | 7% | 29 | 4% | i
5 | CCC(C)N1CNc2c(c(=O)[nH]c(=S)n2-c2cccc(C)c2)C1 (stereo not drawn) | 1% | 2% | -2% | 3% | 1% | 1% | 27 | -8% | i
6 | COc1ccc(S(=O)(=O)NCc2ccc(C(=O)N3CCN(Cc4ccccc4)CC3)cc2)cc1 | -17% | 16% | -18% | -3% | -2% | -15% | -26 | -3% | i
7 | Cc1ccc(S(=O)(=O)N2CCN(Cc3ccccc3)CC2)c(C)c1NS(C)(=O)=O | · | · | 2% | -15% | · | · | · | 15% | i
8 | COc1ccc(CCNC(=O)CN2C(=O)COc3ccc(S(=O)(=O)N4CCOCC4)cc32)cc1OC | -2% | 6% | 9% | 10% | 11% | 29% | 0 | ? | i
9 | COCCCNC(=O)[C@@H](Cc1ccccc1)NC(=O)CC[C@H]1O[C@@H](n2ccc(=O)[nH]c2=O)[C@H](O)[C@@H]1O | · | · | 11% | -10% | 28% | 3% | 6 | 0% | i
10 | CC(C)CN(CC(C)C)S(=O)(=O)N1CCC(C(=O)NCc2ccc3c(c2)OCO3)CC1 | -37%[inhibitor] | -4% | · | ? | 0% | -9% | -10 | -7% | i
11 | CCc1nc2c(OCc3ccccc3)cccn2c1N(C)C(=O)c1ccco1 | · | · | -18% | -3% | 22% | 7% | -17 | 0% | i
12 | COc1ccc(-c2n[nH]c(=S)n2/N=C/C=C/c2ccccc2OC)cc1 | ? | 4.6µM* | -5% | 18µM* | -9% | -4% | 0 | 10µM* | i

Other structures.
no. | Compound | SW480 rereplic | MCF10A rerep | ATXN2 expr inh | KB-V1 cytotox | HT1080-NT tox | HT1080 IDH1KD tx | IL1B secr inh | KB-3-1 tox | S2 tox
13 | COC(=O)Cn1c(=O)sc2ccccc21 | 2% | 4% | 9% | 8% | 2% | 0% | -2 | 3% | i
14 | C[C@H](NC(=O)OCc1ccccc1)C(=O)NNC(=O)[C@H](C)NC(=O)OCc1ccccc1 | -13% | 3% | 13% | 27% | 3% | 8% | 11 | 27% | i
15 | O=C(COc1ccc(Br)cc1)NCC1COc2ccccc2O1 (stereo not drawn) | 2% | 0% | · | ? | 3% | 0% | -20 | 2% | i
16 | O=C(COC(=O)c1ccccc1-n1cnnn1)c1ccc(F)c(F)c1 | 1% | 1% | 39%[activator] | 5% | 2% | 19% | 8 | 0% | i
17 | C=CCN(CC(=O)Nc1cccnc1)S(=O)(=O)c1ccc(Cl)cc1 | 6% | 4% | -8% | -15% | 0% | 2% | 0 | -7% | i
18 | C=CCn1nc(C(=O)N2CCOCC2)cc1-c1sc(NC(=O)c2ccccc2)nc1C | · | · | ? | 0% | -6% | -4% | 63 | ? | i
19 | COC(=O)c1sc(=S)n(-c2ccc(Cl)cc2)c1C | -5% | -8% | 0% | -21% | -1% | 1% | 15 | -4% | i
20 | CC(C)CNC(=O)C(=O)NCC1OCCN1S(=O)(=O)c1cccs1 (stereo not drawn) | -3% | 1% | 3% | -19% | -1% | 1% | 22 | -5% | i
21 | COc1ccc(C)cc1N1CC(C(=O)Nc2ccccc2N2CCCCC2)CC1=O (stereo not drawn) | 2% | -5% | -4% | -14% | 12% | 10% | -22 | -20% | i
22 | CCCN(CCC)S(=O)(=O)c1ccc(C(=O)Nc2nnc(-c3cc(OC)cc(OC)c3)o2)cc1 | 24% | ? | ? | ? | ? | ? | 4 | ? | i
23 | O=C(CCN1CCN(c2ccccc2)CC1)NNC(=O)Cc1ccccc1Cl | -10% | 5% | · | 21% | 7% | 2% | -11 | -1% | ?
24 | COc1ccc(/C=N/Nc2nnc(C)n2N)cc1OC(C)=O | ? | ? | -3% | 25% | 23µM* | 16µM* | 20 | -1% | i

Structural class, the entries above with bromine
no. | Compound | SW480 rereplic | MCF10A rerep | ATXN2 expr inh | KB-V1 cytotox | HT1080-NT tox | HT1080 IDH1KD tx | IL1B secr inh | KB-3-1 tox | S2 tox
1 | CCn1c(C)c(Br)c(=O)c(C(=O)OC)c1-c1ccc(Cl)cc1 | ? | -1% | · | -5% | 12% | 6% | 3 | 8% | i
15 | O=C(COc1ccc(Br)cc1)NCC1COc2ccccc2O1 (stereo not drawn) | 2% | 0% | · | ? | 3% | 0% | -20 | 2% | i

New compounds follow
no. | Compound | SW480 rereplic | MCF10A rerep | ATXN2 expr inh | KB-V1 cytotox | HT1080-NT tox | HT1080 IDH1KD tx | IL1B secr inh | KB-3-1 tox | S2 tox
25 | CCN(CC)S(=O)(=O)c1ccc(N=Nc2cc(C)cc(Br)c2O)cc1 | -3%[9.22 µM] | 12% | 12% | -7% | -14% | -3% | -6 | -8% | i
26 | COc1ccc([N+](=O)[O-])cc1N(CC(O)Cn1nnc2ccccc21)S(=O)(=O)c1ccc(C)cc1 (stereo not drawn) | 20% | 1% | · | -20% | 2% | 2% | -10 | 0% | ·
27 | Cc1cc(C)n(CCC(=O)N/N=C/c2c(O)ccc3ccccc23)n1 | ? | ? | · | -8% | ? | ? | 106 | 0% | 10µM*
28 | O=C(CNC(=O)C1COc2ccccc2O1)N/N=C\c1ccc(Cl)cc1 (stereo not drawn) | 21% | 5% | · | 5% | 25% | 13% | -6 | 0% | i
29 | Cc1ccc(C(=O)N2CCC3(CC2)Oc2ccc(F)cc2C(=O)C32CC(c3ccccc3)=NO2)s1 (stereo not drawn) | -2% | 16% | -10% | 1% | 0% | -5% | -6 | -13% | i
30 | O=S(=O)(Nc1ccc2nc(N3CCOCC3)sc2c1)c1ccccc1 | -5% | ? | 43%[activator] | -28% | -12% | -11% | -4 | -6% | i
31 | O=C(CC(NC(=O)C(F)(F)F)c1ccccc1)Nc1nnc(CCc2ccccc2)s1 (stereo not drawn) | 0% | 1% | · | -10% | -15% | 2% | 0 | 17% | i
32 | CCc1ccc(-c2cc(C(=O)N/N=C/c3ccccn3)[nH]n2)cc1 | -5% | ? | -20% | -22% | -28% | -21% | 67 | 9% | i
33 | COc1ccc(N2CCN(C(=O)c3nc(-c4ccc(Cl)cc4)n4c3CCCCC4)CC2)cc1 | · | · | -9% | -23% | · | · | · | 2% | i
34 | COc1ccccc1N1CCN(S(=O)(=O)CCNC(=O)C2CCCCC2)CC1 | -1% | 1% | -20% | -19% | -2% | -2% | 1 | -2% | ?
35 | Cc1c(OCC(=O)NC2CC(C)(C)NC(C)(C)C2)ccc2c3c(c(=O)oc12)CCC3 | ? | 11% | -18% | 16% | -8% | -6% | -54* | -14% | i
36 | Cc1cc(C)nc(SCc2c(F)cccc2Cl)n1 | -8% | -4% | 8% | 10% | 0% | -1% | -2 | 11% | i

Following part:
no. | Compound | SW480 rereplic | MCF10A rerep | ATXN2 expr inh | KB-V1 cytotox | HT1080-NT tox | HT1080 IDH1KD tx | IL1B secr inh | KB-3-1 tox | S2 tox
37 | O=C(CNCc1ccccc1Cl)Nc1cc(S(=O)(=O)N2CCOCC2)ccc1Cl | -4% | -8% | -22% | -21% | -1% | -16% | -11 | -4% | i
38 | O=C(O)CNC(=O)c1ccc(OC(F)F)cc1 | -8% | 26% | 0% | -4% | 10% | -5%[9.24 µM] | 7 | 1% | i
39 | O=c1[nH][nH]c2c1[C@H](c1ccc(Cl)cc1)O[C@H](C1CCCC1)C2 | · | · | -1% | 19% | -9% | -2% | -7 | ? | i
40 | CCc1ccccc1NC(=O)C(=O)NCCc1sc(-c2cccc(C)c2)nc1C | · | · | 11% | ? | · | · | · | -8% | i
41 | c1ccc(CNC2CC3CCC2C3)cc1 (stereo not drawn) | -6% | 0% | 9% | 20% | 4% | 5% | 26 | 1% | i
42 | CC(=O)N1c2ccc3ccccc3c2C(C)CC12CCCCC2 (stereo not drawn) | -2% | ? | -13% | -29% | ? | ? | 6 | -22% | i
43 | CN(C)C(=O)CCc1ccc2c3c([nH]c2c1)[C@]1(CCc2ccccc2)[C@@H](C(=O)N2CCCCC2)C[C@H](CC(=O)NC(C)(C)C)C(=O)N1CC3 | ? | -11% | -8% | 13% | 0% | -1% | -22 | -2% | i

2 records drawn at random from those above, as already listed:
no. | Compound | SW480 rereplic | MCF10A rerep | ATXN2 expr inh | KB-V1 cytotox | HT1080-NT tox | HT1080 IDH1KD tx | IL1B secr inh | KB-3-1 tox | S2 tox
43 | CN(C)C(=O)CCc1ccc2c3c([nH]c2c1)[C@]1(CCc2ccccc2)[C@@H](C(=O)N2CCCCC2)C[C@H](CC(=O)NC(C)(C)C)C(=O)N1CC3 | ? | -11% | -8% | 13% | 0% | -1% | -22 | -2% | i
39 | O=c1[nH][nH]c2c1[C@H](c1ccc(Cl)cc1)O[C@H](C1CCCC1)C2 | · | · | -1% | 19% | -9% | -2% | -7 | ? | i
